# CASP6 VEID inh = human caspase-6 inhibitors, primary screen, biochemical, VEID-R110 fluorescence, single point, set 2; P55212; purified caspase-6, Z-VEID-R110 cleavage fluorescence; inhibition, % at 12.5 µM; 350,000 tested, 0.53% active;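 active = mean inhibition across replicates at least about 35%, with every replicate also reaching that limit, limit read from the data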;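 note: 0% = median of neutral control wells and 100% = no fluorescence left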
# Target sequence (P55212 24-179 limits assumed): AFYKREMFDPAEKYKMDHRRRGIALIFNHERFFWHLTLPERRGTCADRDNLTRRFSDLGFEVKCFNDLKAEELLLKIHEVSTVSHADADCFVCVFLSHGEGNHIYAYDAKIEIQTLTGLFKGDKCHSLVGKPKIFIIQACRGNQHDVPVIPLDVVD
# Target sequence (P55212 194-293 limits assumed): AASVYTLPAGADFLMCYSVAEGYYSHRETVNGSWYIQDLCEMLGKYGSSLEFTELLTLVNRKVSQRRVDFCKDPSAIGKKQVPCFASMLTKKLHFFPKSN
# EWS-Fli block = EWS/Fli-driven NR0B1 reporter inhibitors, primary screen, A673 cells, NR0B1 luciferase, luminescence, MLPCN library; viability-normalised; inhibition, % at 12.6 µM; 350,000 tested, 0.67% active; AID 651661, 2012;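 active = mean inhibition of at least 50% after viability correction, with every replicate also passing that limit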;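 note: firefly luciferase signal divided by Alamar Blue viability fluorescence both relative to DMSO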
# Cneo AK release = Cryptococcus neoformans cell lysis inducers, primary screen, AK release luminescence, single concentration | C. neoformans lysis, adenylate kinase release luminescence, 4 h; normalised: neutral wells 0, clomiphene wells 100 | lysis activity, % at 15 µM | 360,000 tested, 0.2% active | AID 651654, 2012;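 active = mean lysis activity across replicates of at least 80%, whatever share of replicates individually reach that level; inactive = mean lysis activity below 80%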
#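 Material – Cryptococcus neoformans yeast cells · Quantity – 5 × 10^6 yeast cells/mL · Buffer or medium – YPD medium · Compound – single dose · Timing – 4 h static compound exposure, 37 °C, read 1 h post-reagent · Signal – adenylate kinase release luminescence · Read-out basis – lysis from increased AK signal · Benchmarks – Clomiphene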
# FN deposit inh = inhibitors of fibronectin matrix deposition, primary screen, AH1F cells, Alexa488-fibronectin fluorescence, plate reader | AH1F fibroblasts, overnight | 350,000 tested, 0.086% active | inhibition, % at 12.6 µM | AID 743247, 2014;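 active = mean inhibition across replicates of 30% or more, regardless of how many single replicates reach that level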;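 note: positive control wells lacked labelled fibronectin entirely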
#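 Schedule: 1 h cell adhesion before compound, then overnight fibronectin incubation; test system: AH1F fibroblast monolayer depositing Alexa488-labelled fibronectin into matrix; quantity: 10000 AH1F cells per well; probe or stimulus: fluorescent fibronectin at 24 nM final; signal: fluorescence, ex 485 nm, em 525 nm; evaluation: percent inhibition as loss of matrix-bound fibronectin fluorescence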
# PAX8 inh HTS = inhibitors of PAX8-driven TPO luciferase reporter, primary screen, RMG-I cells, single concentration | 360,000 tested, 1.2% active | SteadyGlo, 24 h | inhibition, % at 12.6 µM;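 active = mean replicate inhibition at least 60% with every replicate also reaching 60%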;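 note: luciferase light reporting Pax8 driven TPO promoter activity; plate controls were median of neutral control wells for no effect and mitoxantrone controls for full effect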
# miR122 inh = miR-122 Renilla sensor signal increase in Huh7, primary screen, miR-122 inhibitor project, cell-based, single point, plate reader | Huh7 miR-122 Renilla luciferase sensor, 48 h; neutral wells = 0, positive control = 100 | activation (reporter increase), % at 12.5 µM | 340,000 tested, 0.3% active;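 active = mean replicate activation score at least 90 and every replicate individually at or above 90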;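 note: higher luciferase means less miR-122 activity so hits act as miR-122 inhibitors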
# LGR2 inh = inhibitors of bursicon-induced LGR2 CRE-luciferase signal, primary screen, cell-based, HEK293, CRE-luciferase reporter, bursicon stimulation; inhibition, % at 9.99 µM; bursicon-stimulated, 4 h; 380,000 tested, 0.35% active; Drosophila bursicon receptor LGR2 (rickets); AID 720647, 2013;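 active = drop in luminescence signal, shown as inhibition above about 50% in the replicate tests, limit read from the data, passing the limit was not always enough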;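 note: agonist challenge used bursicon conditioned medium at about half maximal strength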
# PGC1a acetyl inh = inhibitors of PGC1a acetylation signal, primary screen, cell-based, U2OS, AlphaScreen, inhibitor mode | AlphaScreen anti-acetyl-lysine; with virally co-expressed GCN5 acetyltransferase | inhibition, % at 15.6 µM | 350,000 tested, 0.17% active;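 active = every replicate shows inhibition of at least 40%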;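 note: 0% = neutral control wells and 100% = positive control wells; some results beyond the cut were filed as inactive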
# The depositor's hits bear a star; . = not tested or not shown; [ ] = another dose, or the depositor's remark.
SMILES,CASP6 VEID inh,EWS-Fli block,Cneo AK release,FN deposit inh,PAX8 inh HTS,miR122 inh,LGR2 inh,PGC1a acetyl inh
Cc1c(NC(=S)N/N=C/c2ccc(N(C)C)cc2)c(=O)n(-c2ccccc2)n1C,2,-36,.,-3,-4,.,6,.
CCCC#Cc1cnc2c(c1)C(=O)N([C@H](C)CO)C[C@H](C)[C@@H](CN(C)C(=O)c1ccc(F)cc1)O2,1,6,-1,.,.,1[16.7 µM],11,-8
CC(Sc1nc2cc([N+](=O)[O-])ccc2n1-c1ccc(F)cc1)C(=O)NCc1ccc2c(c1)OCO2 (stereo unspecified),.,.,-1,-2,-4,-1,-1,-8
OC[C@@H]1CN(Cc2ccccc2)C[C@H](n2cnc3c(NCc4ccco4)ncnc32)O1,0,3,0,-10,-8,0,-16,101*
CCOC(=O)c1c(C(=O)OCC)c(C)n(CCc2ccc(OC)c(OC)c2)c1C,.,.,0,-8,0,1,-5,.
O=C([C@H]1N[C@H]2c3ccc(-c4ccccc4F)c(=O)n3C[C@H]2[C@@H]1CO)N1CCCCC1,-1,10,0,.,-5,1[16.7 µM],21,-6
CC(C)CN(C(=O)CSc1nncn1C)C1CCS(=O)(=O)C1 (stereo unspecified),-1,2,-1,-3,-11,-1,-23,6
CCCCCC(=O)NNC(=O)c1ccc(F)cc1,.,.,.,-8,7,-1,2,2
CCC1=Nc2cc(C(=O)NCCCOC)ccc2Sc2ccccc21,.,.,2,.,38,71,.,-26
COC(=O)c1ccc(CC2(C)C(=O)Nc3ccc(OC(F)(F)F)cc32)o1 (stereo unspecified),1,-3,4,0,.,2,2,4
CCCCN(C)C(=O)c1ccc(Nc2nc(C(N)Cc3ccc(C(F)(F)F)cc3)cs2)nc1 (stereo unspecified),-3,19,-1,-10,-3,-6,10,-17
CC(=O)N(C)C[C@H]1Oc2ncc(C#Cc3ccc(F)cc3)cc2C(=O)N([C@@H](C)CO)C[C@@H]1C,.,-11,.,-13,-6,-2[16.7 µM],13,-1
Cc1nc(Cn2c3ccc(NC(=S)NC4CCCCC4)cc3c(=O)n2C)cs1,4,1,-1,19,3,2,1,3
CCOC(=O)C1(CC2CCCCO2)CCN(C(=O)Nc2ccc(C)c(C)c2)CC1 (stereo unspecified),5,-14,.,-2,-14,.,.,-8
COc1cc(N)c(Cl)cc1C(=O)OCC(=O)NC1CCCC1,-4,-4,3,1,5,19,-5,-4
N#Cc1ccccc1NC(=O)COc1c(Br)cc(Br)c2cccnc12,-3,5,5,-3,18,-3,-13,2
C[C@@H]1CN([C@H](C)CO)C(=O)c2cc(NC(=O)Nc3ccc(C(F)(F)F)cc3)ccc2O[C@@H](C)CCCCO[C@@H]1CN(C)C(=O)Nc1cccc2ccccc12,-5,-5,-1,.,44,-2[16.7 µM],-14,24
CC(=O)N1CCCCN2[C@@H](CO)[C@H](c3ccc(-c4ccc(F)cc4)cc3)[C@@H]2C1,.,9,2,.,-4,1[16.7 µM],6,14
Cc1ccc(OCC(=O)N/N=C/c2ccccc2)c([N+](=O)[O-])c1,2,8,.,-5,7,.,-23,-1
O=c1oc2ccccc2cc1-c1cn2ccccc2n1,5,85*,.,-4,71*,7,71*,-10
Cc1ccc(S(=O)(=O)Nc2ccc3c(c2)C(=O)N([C@@H](C)CO)C[C@H](C)[C@@H](CN(C)Cc2ccccc2)OCCCC[C@H](C)O3)cc1,.,9,0,-5,-9,-8[16.7 µM],0,-5
C[C@@H]1CN([C@H](C)CO)C(=O)c2cccc(NC(=O)c3ccncc3)c2O[C@H]1CN(C)C(=O)Nc1ccc2c(c1)OCO2,2,-81,-6,.,.,-7[16.7 µM],-2,-3
CC(Sc1nc(-c2ccccc2)cc(C(F)(F)F)n1)C(=O)O (stereo unspecified),2,1,.,5,-2,-1,8,0
CCOC(=O)c1ccc(N=C2SC(C(=O)NC)CC(=O)N2CCc2ccccc2)cc1 (stereo unspecified),0,7,.,-15,3,.,7,-12
O=C(/C=C/c1cccc([N+](=O)[O-])c1)Nc1ccccn1,-5,-76,1,0,-80,.,-39,.
COc1ccc(NC(=O)Nc2cccc3c2O[C@H](CN(C)Cc2ccc(C(=O)O)cc2)[C@@H](C)CN([C@H](C)CO)C3=O)cc1,1,4,-15,-1,.,0[16.7 µM],-4,4
C[C@H](O)C#Cc1ccc2c(c1)O[C@H](CN(C)Cc1ccccc1)[C@H](C)CN([C@H](C)CO)S2(=O)=O,1,-11,-3,-3,.,-1[16.7 µM],8,3
O=C(Nc1ccccn1)c1ccc(S(=O)(=O)N2CCCC2)cc1,1,-45,.,8,-69,.,-28,.
COCC#Cc1cnc2c(c1)C(=O)N([C@@H](C)CO)C[C@H](C)[C@H](CN(C)C(=O)Nc1ccc(OC)cc1)O2,-2,-7,109*,.,4,25[16.7 µM],13,2
O=C(Cc1ccncc1)NCC[C@H]1CC[C@H](NC(=O)Nc2cccc(F)c2)[C@@H](CO)O1,-2,2,0,18,-2,.,-5,1
COc1ccc(NS(=O)(=O)c2ccc(N3CCOCC3)c(NC(=O)c3ccccc3Br)c2)cc1,-2,18,-4,10,13,58,10,-6
CC(=O)Nc1ccc(S(=O)(=O)NCCC(=O)NNC(=O)c2ccccc2O)cc1,-4,3,0,-1,16,1,17,3
COCCN1C(=O)C(CC(=O)Nc2ccccc2)SC1=Nc1ccc(OC)cc1 (stereo unspecified),.,.,1,15,.,1,.,3
O=C(/C=C\c1ccc2c(c1)OCO2)NC1(C(=O)Nc2ccc3c(c2)OCO3)CCCCC1,.,.,0,-3,4,22,0,.
COc1cccc(OC)c1C(=O)NCCOc1cc(C)cc(C)c1,1,5,2,-4,12,-2,3,2
O=[N+]([O-])c1ccc(NS(=O)(=O)c2ccc(Cl)c(Cl)c2)cc1,3,6,.,-8,-9,.,7,.
NC(=O)N=Nc1c(O)n(Cc2ccccc2)c2ccc(Br)cc12,3,15,-6,3,29,3,-2,-12
Cc1noc(/C=C/N(C)C)c1S(=O)(=O)N1CCCC(C(=O)N2CCc3ccccc32)C1 (stereo unspecified),-2,-3,0,3,0,-17,-2,2
CCN(CC)C(=O)c1sc(N2C(=O)Nc3ccccc3N2O)c(C(=O)OC)c1C,1,6,.,-12,13,.,-1,.
O=C(CN1C(=O)c2cccnc2C1=O)c1ccccc1,.,.,2,-6,-46,-3,.,4
O=C(N/N=C/c1coc2ccccc2c1=O)c1ccccc1,2,-1,-4,-2,-34,-4,27,0
Cc1ccc(C23OC(=O)C(C)(C)C2OC(=O)C3(C)C)cc1 (stereo unspecified),.,.,1,-5,19,13,.,-7
CC(=O)Nc1ccc(/C=C2\CCc3ccccc3C2=O)cc1,3,-2,-1,4,-117,0,-49,2
Cc1ccn2c(Nc3ccccc3C)c(-c3ccncc3)nc2c1,.,.,-5,.,.,2,30,0
CCSC1=C(C#N)C(c2cccs2)C(C(=O)OC)=C(C)N1 (stereo unspecified),3,11,-3,.,.,2,-12,.
COc1ccc(-c2ccc([C@H]3[C@@H](CO)N4CCCCN(C(=O)c5ccc(F)cc5)C[C@H]34)cc2)cc1,1,.,5,.,18,-11[16.7 µM],11,0
CN(c1ccc(OCc2ccc([N+](=O)[O-])cc2)cc1)S(=O)(=O)c1ccccc1,-2,2,-1,2,7,5,14,-18
CC(OC(=O)CCNS(=O)(=O)c1cccs1)C(=O)Nc1ccc(S(N)(=O)=O)cc1 (stereo unspecified),3,-6,1,5,2,.,8,.
CC(C)N1CCN(C(=O)c2ccc(OC3CCN(CCc4ccccc4)CC3)cc2)CC1,-15,-9,-1,5,-3,-7,24,0
COc1ccc(C(=O)N2CCN(Cc3ccccc3C(F)(F)F)CC2)cc1,1,8,1,-16,12,.,0,.
COc1ccc(NC(=O)N(C)C[C@H]2OCc3ccccc3-c3c(n(C)c4ccccc34)C(=O)N([C@H](C)CO)C[C@@H]2C)cc1,1,-5,111*,-8,.,.,-6,6
Cc1cc2c3c([nH]c2cc1S(=O)(=O)NCc1ccc(CN2CCCCCC2)o1)CCCC3=O,1,0,1,1,0,-4,-12,4
COc1cccc(NC(=S)N(CCCN2CCCC2)Cc2cccn2Cc2ccc(Cl)cc2)c1,-3,21,3,10,19,-7,-2,-31
CC(C)(C)NC(=O)NC(=O)CN1CCN(Cc2ccccc2)CC1,3,4,.,11,-13,.,8,-13
CCC(=O)Nc1ccc2c(c1)C(=O)N(C)C[C@H](OC)[C@H](C)CN(C(=O)C1CCC1)[C@H](C)CO2,1,4,9,5,.,3[16.7 µM],-16,13
Cc1ccc(NC(=O)Cn2cc([N+](=O)[O-])nc2C)cc1C,3,0,1,0,4,-1,6,-2
O=C1NC(Cc2ccc(O)cc2)c2nc3cc(Cl)ccc3c(=O)n2-c2cc(Cl)ccc21 (stereo unspecified),1,18,-7,12,39,0,-7,.
CCOc1ccc(CCNC(=O)/C=C/c2ccco2)cc1OCC,1,5,-2,4,-4,6,0,.
Cc1cccc(C2c3[nH]c4ccccc4c3CCN2Cc2cccn2-c2ncccn2)c1 (stereo unspecified),-1,-19,.,-9,18,.,24,-21
Cc1ccc(-n2c(C)nc3ncnc(-c4ccccc4)c32)cc1,.,2,.,3,-6,.,1,.

# Quoted from the listing.
# CC(C)(C)NC(=O)NC(=O)CN1CCN(Cc2ccccc2)CC1 in FN deposit inh is entered as 11
# Cc1ccc(NC(=O)Cn2cc([N+](=O)[O-])nc2C)cc1C in PAX8 inh HTS is entered as 4

# Next results
SMILES,CASP6 VEID inh,EWS-Fli block,Cneo AK release,FN deposit inh,PAX8 inh HTS,miR122 inh,LGR2 inh,PGC1a acetyl inh
Cn1nnc2cc(C(=O)N3CCC(c4ccccc4)C3)ccc21 (stereo unspecified),.,.,0,2,-35,-1,.,-4
CCCn1c(SCC(=O)N2c3ccccc3CC2C)nnc1-c1ccco1 (stereo unspecified),.,.,1,4,.,2,.,1
COc1ccc(NC(=O)CSc2ccc(-c3ccccn3)nn2)cc1OC,1,-3,1,9,-3,-8,9,.
O=C(Nc1ccccc1)N1CC(=O)N2[C@H](CO)[C@H](c3ccc(C#CC4CCCC4)cc3)[C@H]2C1,0,-6,.,-24,.,.,-12,.
CN(Cc1cccc2cnccc12)C(=O)c1cc(COc2ccc(F)cc2Cl)on1,2,.,0,5,-33,1,-1,-3
Cc1ccc(S(=O)(=O)NC2CC2)cc1,2,10,0,0,5,-3,7,-4
C[C@H]1COc2cc(N(C)CCO)ccc2S(=O)(=O)N1,0,-6,.,5,-1,.,-7,.
Cc1nn(-c2ccccc2)c2nc(C(F)F)cc(C(F)F)c12,2,-6,-1,-4,-27,2,-25,-5

# Bioassay records: PubChem BioAssay, Broad Institute
